# From PubChem
# JMJD2C inh = inhibitors of human GASC-1 (JMJD2C) demethylase; inhibition, % at 2.35 µM; GST-JMJD2C(1-420) H3K9me3 demethylation, DELFIA europium; 330,000 tested, 0.069% active;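 active means more than half of a compound's replicate wells show inhibition beyond 50%, single wells judged on their own value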;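 further: signal counts dimethyl H3K9 product captured on neutravidin plate; 0% = median of DMSO wells and 100% = 0.3 times that DMSO median; strong numbers were not always called active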
# PP1 counter = PP1-alpha (human) inhibition in PP5 counter-screen; purified PP1alpha, OMFP fluorescence; inhibition, % at 6.7 µM; P62136; 320,000 tested, 0.9% active;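 active means inhibition above the mean inhibition of all tested compounds plus 3 SD, computed separately for each screening campaign, cut at about 15% in these data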
# Target sequence (P62136 whole entry, looked up): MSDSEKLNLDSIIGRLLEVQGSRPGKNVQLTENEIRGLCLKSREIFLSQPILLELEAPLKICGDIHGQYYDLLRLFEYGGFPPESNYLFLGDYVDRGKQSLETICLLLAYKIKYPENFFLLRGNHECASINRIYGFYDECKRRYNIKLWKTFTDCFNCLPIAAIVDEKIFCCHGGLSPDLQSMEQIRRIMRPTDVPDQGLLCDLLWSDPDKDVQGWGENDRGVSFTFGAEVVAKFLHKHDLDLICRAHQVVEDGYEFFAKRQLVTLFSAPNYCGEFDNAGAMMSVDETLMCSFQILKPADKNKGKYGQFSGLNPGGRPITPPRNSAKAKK
# PP5 inh = inhibitors of human protein phosphatase 5 (PP5); P53041; purified PP5c, OMFP substrate fluorescence; inhibition, % at 6.7 µM; 320,000 tested, 0.18% active;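 active means inhibition above the campaign's mean inhibition across all tested compounds plus 3 SD, cut at about 9.5% in these data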;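 further: 0% = DMSO only and 100% = 100 µM cantharidin control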
# Target sequence (P53041 whole entry, looked up): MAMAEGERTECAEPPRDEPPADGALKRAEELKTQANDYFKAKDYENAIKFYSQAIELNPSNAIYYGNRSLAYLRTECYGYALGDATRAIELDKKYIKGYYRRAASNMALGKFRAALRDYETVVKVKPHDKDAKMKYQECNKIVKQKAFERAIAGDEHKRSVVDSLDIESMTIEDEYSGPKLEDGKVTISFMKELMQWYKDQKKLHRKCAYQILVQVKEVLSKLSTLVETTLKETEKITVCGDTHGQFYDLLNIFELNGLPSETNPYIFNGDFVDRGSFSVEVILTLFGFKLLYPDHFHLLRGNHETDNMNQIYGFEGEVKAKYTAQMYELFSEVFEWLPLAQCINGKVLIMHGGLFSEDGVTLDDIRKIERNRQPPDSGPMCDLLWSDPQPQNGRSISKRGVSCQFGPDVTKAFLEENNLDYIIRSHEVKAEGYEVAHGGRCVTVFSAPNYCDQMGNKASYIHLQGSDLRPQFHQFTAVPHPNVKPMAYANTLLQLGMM
# procasp3 activ = activates human procaspase-3; recombinant procaspase-3 D3A, Ac-DEVD-pNA absorbance 405 nm; activation, % at 8.5 µM; 330,000 tested, 0.11% active;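 active means activation above the mean of all tested compounds plus 3 SD, cut at about 21% in these data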;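 further: 0% = DMSO alone and 100% = DMSO wells spiked with extra 5 µM PC-3 D3A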
#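 System: Procaspase-3 D3A mutant. Medium: Zinc-free 300 mM NaCl, 50 mM HEPES, 0.01% Triton X-100. Schedule: 1 h preincubation plus 2 h reaction at 25 °C. Measured by: 405 nm absorbance of p-nitroaniline, reads at 0 and 120 min. Read-out: percent activation relative to control range.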
# procasp7 counter = counter-screen for procaspase-3 activators: activators of human procaspase-7. P55210. recombinant procaspase-7, Ac-DEVD-pNA absorbance 405 nm; D23A/D198A/D206A triple mutant, cannot self-cleave; scale: DMSO 0, 5 µM enzyme 100. activation, % at 8.5 µM. 330,000 tested, 0.093% active. AID 463210;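 active means percent activation above the screen-wide mean plus 3 SD, cut at about 25% in these data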
#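 Assay system: Uncleavable procaspase-7 mutant enzyme; Input: 2 µM procaspase-7 mutant as dispensed; Also added: DEVD-pNA substrate; Medium: Zinc-free HEPES pH 7.4 with 300 mM NaCl, 0.01% Triton X-100; Timing: 1 h compound preincubation, 2 h substrate cleavage, 25 °C; Measured by: Epi-absorbance of released pNA at 405 nm, two timepoints.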
# TPT1 inhibitor = blocks Candida albicans tRNA 2'-phosphotransferase; inhibition, % at 5 µM; recombinant caTPT1, FP RNA substrate dephosphorylation; 300,000 tested, 0.81% active;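 active means inhibition above the mean of all tested compounds plus 3 SD, set per screening campaign, cut at about 24% in these data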;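 further: plate controls were DMSO alone for no effect and ferristatin control at 100 nM for full effect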
# Fh CTSL1 inh = blocks F. hepatica cathepsin L1 in PFM18AAP counter-screen; recombinant F. hepatica cathepsin L1, Z-Leu-Arg-MCA fluorescence; inhibition, % at 5.96 µM; 300,000 tested, 0.49% active;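 active means inhibition above the mean of all tested compounds plus 3 SD, set per screening campaign, cut at about 17% in these data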;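 further: 0% = plate median of test compound wells and 100% = 1 µM Z-Phe-Ala-diazomethylketone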
# core dimer inh = blocks dimerization of HCV core protein; inhibition, % at 5 µM; 300,000 tested, 0.33% active; TR-FRET GST/Flag-core106 dimerization, 1536-well;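 active means inhibition above the mean of all tested compounds plus 3 SD, set per screening campaign, cut at about 45% in these data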
#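 assay system = GST-tagged and Flag-tagged HCV core protein residues 1-106 | controls = unlabelled core106 and no-GST-core106 wells | incubation = compound-protein-antibody incubation 4 h at 22.5 °C | probe or stimulus = Eu donor and XL665 acceptor anti-tag antibodies | read-out = % inhibition based on acceptor/donor emission ratio | signal = TR-FRET 671 and 617 nm emission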
# Efflux pump mplx = antifungal efflux pump inhibition, Nile Red retention. S. cerevisiae Candida pump triplex. inhibition, % at 10 µM. 330,000 tested, 0.44% active;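 active means plate passing quality check with inhibition over a set limit, or well fluorescence over plate mean plus 4 SD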;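 further: Nile Red retained in pooled yeast measured as flow cytometry median fluorescence; 0% = buffer negative control and 100% = Enniatin B positive control; higher means more Nile Red kept so more efflux inhibition; some compounds called inactive have numbers as strong as hits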
# Numbers without * were called inactive; . = not tested or not shown; & = joins results of further samples. Rows are unselected; overall some 2.9% were active at least once.
SMILES,JMJD2C inh,PP1 counter,PP5 inh,procasp3 activ,procasp7 counter,TPT1 inhibitor,Fh CTSL1 inh,core dimer inh,Efflux pump mplx
O=C(c1cn(-c2ccccc2)nc1-c1ccc(Cl)s1)N1CCOCC1,-3.2,0.0,4.9,2.3,-11.7,-3.1,-2.8,2.7,0.1
N#Cc1nc(-c2ccco2)oc1NCCN1CCOCC1,-1.9,-1.6,0.1,14.3,18.7,-1.5,2.8,-9.2,-0.1
CC(CC(=O)N1CCN(c2ccccc2)CC1)c1ccccc1 (stereo not given),-7.4,-1.8,-0.8,3.9,5.1,-2.2,-2.4,1.7,0.1
CN1CCCN(C(=O)CC2(CC(=O)O)CCCCC2)CC1,11.8,-0.7,-0.9,3.1,0.3,-2.4,-0.6,0.5,-0.1
Cc1ccc(-n2nnnc2SCC(=O)Nc2sccc2C#N)cc1,5.4,-0.3,-0.4,2.2,-1.2,17.1,1.4,20.7,0.4
Cc1ccc(NC(=O)C[n+]2cc(-c3ccc(C)cc3)n3c2CCC3)cc1,.,-4.1,-1.0,-1.2,-15.3,-3.9,3.6,-7.1,0.1
COc1ccc(-c2ccc([C@H]3[C@H]4C=CC[C@@H](C)[C@@H]4C(=O)N3Cc3ccccc3)c(F)c2)cc1OC,1.7,2.0,2.8,10.7,7.9,-1.0,3.7,16.5,-0.2
C/C(=C\c1ccccc1)C1Nc2cccc3cccc(c23)N1,2.6,4.7,1.9,2.7,-12.0,.,.,.,0.1
CCOC(=O)c1cc(NC(=O)N(C)C2CCCCC2)c(C)nc1C,15.6,1.8,0.6,-0.9,-4.9,0.3,-2.9,-13.5,-0.1
Cc1ccc(NS(=O)(=O)c2ccc3c(c2)NC(=O)C(C)C(=O)N3)c(Br)c1 (stereo not given),-0.9,-0.9,2.2,-4.7,3.0,-3.6,-1.1,-3.1,-0.1
CC1(C)CC(C(CC(=O)Nc2nccs2)c2ccccc2)CCO1 (stereo not given),5.4,-4.1,0.0,2.3,-3.1,0.2,0.8,2.6,-0.3
Cc1c(C(=O)OC2CCCCC2)sc2nc[nH]c(=O)c12,8.0,1.8,2.1,0.9,-0.4,1.1,0.9,-1.2,0.0
[O-][n+]1c2c(nc3c1-c1ccccc1C3O)CCCC2 (stereo not given),5.6,-1.6,0.3,16.4,-0.5,-2.2,4.2,-2.4,-0.1
COC(=O)CN(c1cc(Cl)ccc1OC)S(=O)(=O)c1ccc(OC)c(OC)c1,-0.7,-4.2,0.1,5.0,1.6,-3.3,-1.4,0.5,0.0
COc1ccc(-c2cc(=O)oc3c(C)c(OCc4nn[nH]n4)ccc23)cc1,7.5,2.8,5.8,3.6,-4.6,2.9,-2.2,3.7,0.2
Cc1cccc(N(CC(=O)N/N=C/c2cc([N+](=O)[O-])ccc2Cl)S(C)(=O)=O)c1C,-4.5,-0.6,1.4,-7.2,2.8,-1.9,0.0,13.9,0.1
CCOc1ccc(NC(=O)c2ccc(NC(=O)c3ccc(CN4CCOCC4)cc3)cc2)cc1,9.5,21.6*,4.2,5.7,0.8,0.2,-1.6,6.2,0.1
O=C(NCCCNC(=O)c1cc(Cl)ccc1Cl)c1ccco1,4.2,1.5,1.8,2.0,1.3,0.1,-0.4,-8.7,0.1
N#CCc1nc(CSc2nc3ccccc3o2)cs1,1.5,-1.4,-0.2,-4.2,0.4,11.4,-4.0,11.6,0.0
CC(C(=O)Nc1ccccc1)N1CCN(C(=O)c2ccco2)CC1 (stereo not given),4.5,0.1,3.9,3.4,8.9,.,.,.,-0.2
Cc1ccc(S(=O)(=O)N/N=C/c2cc(Br)c(C)o2)cc1,9.8,-3.7,3.3,-12.5,-0.7,-2.8,2.7,4.6,-0.1
C=CCn1c(Cc2cccs2)nnc1SCC(=O)Nc1cc(OC)cc(OC)c1,7.8,14.1,3.0,-2.5,16.4,2.6,-1.9,-108.9,0.3
CCOc1ccc(/C(O)=C2/C(=O)C(=O)N(c3ccccn3)C2c2ccc(C)cc2)c(C)c1 (stereo not given),-3.7,17.0*,0.7,4.8,-7.5,-1.8,-0.1,15.7,0.1
COc1cccc(C(=O)N2CCN=C2SCc2cccnc2)c1OC,3.8,-1.4,1.4,-3.5,8.9,-0.8,-0.5,-5.0,0.1
COc1ccc(CNC(=O)C2CCN(S(C)(=O)=O)CC2)c(OC)c1,17.1,-8.7,-0.3,0.0,5.9,0.4,-3.2,0.1,0.0
Cc1cccc(OCCOc2ccc(/C=N/NC(=O)Cc3nnc(N)s3)cc2)c1,-5.3,1.4,-0.5,1.1,-2.0,2.9,-2.9,0.6,0.2
Cc1noc(C)c1C(=O)Nc1ccc(S(=O)(=O)N2CCC(C)CC2)cc1,.,0.4,1.1,-3.9,-3.9,.,.,.,0.2
CC(/C=N/n1c(-c2ccc(Cl)cc2)n[nH]c1=S)=C\c1ccco1,24.9,0.6,2.9,3.4,-19.5,1.3,7.0,40.5,3.9
Cc1cc(C)c(C)c(OCCCCN(C)Cc2ccccc2)c1,8.3,5.8,1.8,12.5,-4.5,-1.6,2.9,2.2,0.0
COc1ccc(-c2cc([C@H]3[C@H]4C=CC[C@@H](C)[C@@H]4C(=O)N3Cc3ccccc3)ccc2F)cc1,-2.1,3.7,2.6,-9.9,11.4,0.3,3.9,10.7,0.1
COC(=O)c1ccc(C23CC4(C2)[C@H](CN(Cc2cccnc2)[C@@H]4c2ccccc2)C3c2ccc(C(F)(F)F)cc2)cc1 (stereo not given in full),-2.4,10.7,0.6,8.7,-1.1,-1.8,-1.3,19.5,0.2
CCOc1ccc(CCNC(=O)CSc2nn(-c3ccc(C)c(Cl)c3)c(=S)s2)cc1OCC,3.8,-0.7,5.2,-5.1,-2.9,-0.4,-6.9,3.0,-0.1
CCOc1ccc(NC(=O)c2nccnc2CO)cc1,2.6,-1.9,-0.4,-4.2,-6.8,-3.4,-2.8,-2.1,-0.1
O=C(Cc1ccc(S(=O)(=O)N2CCOCC2)s1)Nc1ccccc1N1CCCC1,-4.7,3.0,3.8,0.9,-8.3,3.5,-3.2,-1.6,0.4
CN(c1nc2ccccc2n2c(C3CC3)nnc12)S(=O)(=O)c1ccccc1,0.1,-5.4,2.8,-3.5,4.3,-1.5,-5.3,5.5,0.1
COc1cccc(C(=O)Nc2ccc(C3CC3(Cl)Cl)cc2)c1 (stereo not given),7.1,-0.7,4.0,4.0,6.9,2.0,0.2,0.0,0.0
CC1CCCCN1S(=O)(=O)c1ccc(NC(=O)c2cccc(-n3cnnn3)c2)cc1 (stereo not given),-2.1,0.7,1.6,6.3,-0.7,1.7,-1.8,-1.0,0.2
Nn1cnnc1N/N=C/c1ccc(F)cc1,-24.0,-4.4,-0.5,-2.2,-17.9,-3.1,-4.2,4.9,0.0
O=C(c1ccc(CN2CCOCC2)cc1)N1CCN(c2ccccc2F)CC1,10.8,-1.1,-1.5,-0.1,-0.2,0.5,-2.7,5.8,-0.1
CCc1ccc2c(CN3CCN(S(=O)(=O)c4ccc5c(c4)OCCO5)CC3)cc(=O)oc2c1,7.2&20.8,7.0,0.9,2.0,10.3,-2.2,2.2,11.6,-0.1
COc1cccc(-c2ccc(NC(=O)C3CCCN(Cc4ccc(CO)o4)C3)cc2)c1 (stereo not given),9.8,-2.8,4.8,-3.0,9.4,-1.8,0.4,2.8,0.0
CCCn1c(SCC(=O)N2CCCc3ccccc32)nc2c1c(=O)n(C)c(=O)n2C,.,4.5,0.3,-2.1,8.6,-5.9,2.5,3.3,-0.1
Cn1c(=O)c2c(nc(SCc3nc(N)nc(N4CCCCC4)n3)n2C)n(C)c1=O,-12.8,1.5,-0.7,-2.8,-10.7,1.9,0.3,-1.0,0.1
CNC(=O)C1C(=S)NC(N)=C(C#N)C1c1ccccc1 (stereo not given),-16.7,-1.6,-2.3,-24.7,-23.4,-0.1,7.0,0.1,-0.2
Cc1cc(C)cc(NC(=O)NCC2CCN(Cc3cc(C)ccc3C)CC2)c1,8.6,-1.3,2.9,0.4,2.3,0.8,-5.7,-13.0,0.0
CCN(CC)S(=O)(=O)c1ccc(N2CCCC2)c(NS(=O)(=O)c2ccc(F)cc2)c1,-30.3,3.8,3.2,4.3,-5.2,-3.9,2.5,-4.6,0.7
CC(C)c1ccc(NC(=S)NN(c2ccccc2)c2ccccc2)cc1,2.8,4.1,2.9,-8.2,-2.7,4.6,-0.3,13.2,0.7
Cc1c(Cl)cccc1NCC(=O)NN=C1CCCC1,3.5,2.9,-0.1,-3.2,2.5,1.1,-0.2,-0.5,0.0
COc1cccc(CN(C)C(=O)c2cc(S(=O)(=O)N3CCCCCC3)ccc2OC)c1,-4.0,-1.9,0.3,3.7,6.9,.,.,.,0.1
O=C(OCc1nnc(-c2ccc(Br)cc2)o1)c1cncc(Br)c1,-7.4,6.8,0.6,7.3,3.9,0.8,-5.2,3.6,0.0
CN1C(=S)N(c2ccccc2)C(=O)/C1=C/c1cccs1,7.8,-3.9,-2.5,-3.6,-21.1,1.3,1.5,2.2,-0.1
COCCNC(=O)c1cnn2c(C(F)F)cc(-c3ccc(C)cc3)nc12,-12.3,-2.0,2.8,1.6,-8.2,0.2,1.1,9.1,0.0
Cc1ccc(C)c(NS(=O)(=O)c2cc(C(N)=O)ccc2C)c1,-1.2,-2.8,-0.4,7.6,-4.6,0.9,1.9,3.1,0.1
Cc1cccc(C)c1NC(=O)COc1ccc2c(C)c(Cc3ccccc3)c(=O)oc2c1,-3.2,0.2,-3.0,0.4,0.7,-1.0,8.1,20.2,-0.2
C[C@H](NC(=O)c1nc[nH]c1C(=O)N[C@H](C)c1ccccc1)C(=O)OC(C)(C)C,2.0,7.7,7.1,11.8,3.1,-2.0,1.7,-8.1,-0.1
CCc1c(C)nc(N)n2c(SCC(=O)NC3CCCCC3)nnc12,-27.1,4.2,1.2,-5.7,6.1,-1.7,4.1,-14.8,-0.1

# Only procasp7 counter, for 4 of the compounds above:
SMILES	procasp7 counter
O=C(OCc1nnc(-c2ccc(Br)cc2)o1)c1cncc(Br)c1	3.9
C[C@H](NC(=O)c1nc[nH]c1C(=O)N[C@H](C)c1ccccc1)C(=O)OC(C)(C)C	3.1
COc1cccc(CN(C)C(=O)c2cc(S(=O)(=O)N3CCCCCC3)ccc2OC)c1	6.9
Cc1ccc(C)c(NS(=O)(=O)c2cc(C(N)=O)ccc2C)c1	-4.6
